DDE Tn6 FP inh: disrupts Tn6 cyclic peptide binding to fibrin D-Dimer-E complex | P02675 | Fibrin DD(E) TRITC-Tn6 fluorescence polarization displacement | inhibition, % at 8.3 µM | 370,000 compounds, 0.21% hits | AID 720509;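 active = inhibition above a per-campaign cutoff: mean of compounds within control limits plus 3 SD, cut at about 15% in these data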;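 also: 0% = median of all compound wells on the plate and 100% = blocking peptide control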
Target sequence (P02675 whole entry, looked up): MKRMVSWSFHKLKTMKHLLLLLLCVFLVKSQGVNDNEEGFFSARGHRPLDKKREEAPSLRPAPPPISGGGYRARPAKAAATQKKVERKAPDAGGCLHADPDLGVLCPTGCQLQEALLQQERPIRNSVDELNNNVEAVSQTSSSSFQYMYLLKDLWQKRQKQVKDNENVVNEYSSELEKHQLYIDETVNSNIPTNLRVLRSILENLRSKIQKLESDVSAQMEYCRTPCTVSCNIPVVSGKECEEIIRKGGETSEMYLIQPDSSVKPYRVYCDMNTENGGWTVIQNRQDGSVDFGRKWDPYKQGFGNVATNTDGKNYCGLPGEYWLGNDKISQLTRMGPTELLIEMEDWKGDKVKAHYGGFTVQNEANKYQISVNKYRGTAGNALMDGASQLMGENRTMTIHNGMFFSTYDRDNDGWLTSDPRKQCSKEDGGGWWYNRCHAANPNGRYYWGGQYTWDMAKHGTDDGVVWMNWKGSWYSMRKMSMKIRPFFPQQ
ASAP1 GAP inh: inhibitors of human ASAP1 ArfGAP activity; ASAP1-stimulated ARF1 GTP hydrolysis, GDP FP detection; inhibition, % at 16.5 µM; 360,000 compounds, 0.19% hits; in the data active = inhibition above about 25%;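 also: 0% = vehicle with enzyme and substrate and 100% = no enzyme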
ADAM17 inh: inhibitors of human ADAM17 | recombinant ADAM17, EDANS/DABCYL FRET peptide cleavage | inhibition, % at 6.95 µM | 370,000 compounds, 0.83% hits;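 active = inhibition above the mean of compounds lying between control limits plus 3 SD, set per campaign, cut at about 8.5% in these data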;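 also: 0% = DMSO-only wells as the low control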
DDE Tn7 FP inh: DD(E)-Tn7 binding inhibition, primary FP screen. P02675. FP displacement of FITC-Tn7 peptide from fibrin DD(E); 0% = median of compound wells per plate. inhibition, % at 8.3 µM. 370,000 compounds, 0.13% hits. AID 720508;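 active = inhibition above the mean of compounds falling within the control limits plus 3 SD of them, cut at about 14% in these data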;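 also: 0% = plate median of compound wells and 100% = 10 µM Aha-Tn7 peptide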
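Measure: % inhibition scaled between sample-field median and high-control FP; Test system: human fibrin DD(E); Quantity: 2 µM final DD(E) protein; Doses: one dose, 8.3 µM nominal; Schedule: compound with protein 10 min, then 3 h after probe, room temperature; Detection: fluorescence polarization; Medium: Tris buffer with calcium and detergent, pH 7.8.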
SIAE inh: human SIAE inhibition, primary screen | Q9HAT2 | SIAE FP-Rh probe binding, fluorescence polarization | inhibition, % at 9.66 µM | 370,000 compounds, 0.69% hits | AID 1053197;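 active = inhibition above a cutoff: mean of compounds within the control limits plus 3 SD of those, cut at about 17% in these data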;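 also: 0% = plate median of compound wells and 100% = probe without SIAE protein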
PLCg1 inh: blocks human PLC-gamma1 enzyme activity; P19174; purified PLC-gamma1, fluorogenic substrate, fluorescence; inhibition, % at 12.2 µM; 370,000 compounds, 0.84% hits; in the data active = inhibition above about 9.5%
ARFGAP1 inhibitor: inhibitors of rat ARFGAP1; Q62848; Arfgap1-stimulated ARF1 GTP hydrolysis, GDP FP detection; inhibition, % at 16.5 µM; 360,000 compounds, 0.26% hits;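 active = inhibition above a per-plate limit, mean inhibition of low control wells plus 3 SD, cut at about 25% in these data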;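 also: 0% = DMSO wells with enzyme and 100% = wells lacking Arfgap1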
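Repeats: one replicate per compound; assay system: rat Arfgap1 catalytic domain, aa 1-136; times: enzyme reaction 120 min at 25 °C after 20 min preincubation; detection: FP of antibody-bound GDP Alexa 633 tracer, ex 620/em 688 nm; benchmarks: high control wells lacking Arfgap1, low control full reaction with DMSO; reagent: human ARF1(Δ1-17)-GTP substrate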
TDP2 absorb: TDP2 (human) inhibition, absorbance primary screen; O95551; recombinant TDP2, T5PNP hydrolysis, p-nitrophenol absorbance 415 nm; inhibition, % at 12.8 µM; 370,000 compounds, 0.34% hits; AID 720702;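 active = inhibition above the mean of all tested compounds plus 3 SD, set per campaign, cut at about 25% in these data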;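 also: 0% = DMSO with enzyme and 100% = buffer with substrate but no TDP2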
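Incubation: 2 h at 37 °C; Test system: recombinant human TDP2; Quantity: enzyme 120 nM; Read-out basis: percent inhibition; Medium: 50 mM Tris-HCl pH 7.5 with Mg2+, KCl, DTT, BSA; Repeats: single replicate; Compound: 12.8 µM single point, 1% DMSO; Signal: epi absorbance; Reagent: 5 mM T5PNP chromogenic substrate; Benchmarks: no-enzyme high, DMSO-plus-enzyme low.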
ADAM10 inh: inhibitors of human ADAM10. 370,000 compounds, 0.62% hits. inhibition, % at 7 µM. O14672. recombinant ADAM10, EDANS/DABCYL FRET peptide cleavage, 3 h;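 active = inhibition above a per-campaign cutoff equal to the mean of compounds falling between control-based bounds plus 3 SD, cut at about 20% in these data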;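 also: 0% = DMSO wells while the 100% control is not disclosed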
Target sequence (O14672 214-748 limits assumed): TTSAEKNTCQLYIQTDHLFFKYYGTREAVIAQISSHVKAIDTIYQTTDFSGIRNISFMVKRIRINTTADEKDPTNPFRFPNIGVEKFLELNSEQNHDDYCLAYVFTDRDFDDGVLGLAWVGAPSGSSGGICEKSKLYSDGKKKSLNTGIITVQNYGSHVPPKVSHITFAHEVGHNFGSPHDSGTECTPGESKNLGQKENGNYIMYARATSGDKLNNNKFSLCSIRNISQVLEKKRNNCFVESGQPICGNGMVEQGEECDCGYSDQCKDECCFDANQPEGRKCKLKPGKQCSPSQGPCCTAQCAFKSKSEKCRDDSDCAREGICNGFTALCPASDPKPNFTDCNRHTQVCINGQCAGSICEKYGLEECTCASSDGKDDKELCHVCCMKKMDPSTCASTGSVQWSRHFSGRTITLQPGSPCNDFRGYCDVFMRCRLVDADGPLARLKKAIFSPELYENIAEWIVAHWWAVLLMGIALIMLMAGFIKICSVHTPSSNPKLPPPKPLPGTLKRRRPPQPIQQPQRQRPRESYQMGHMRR
PLC-beta3 inh: inhibitors of human phospholipase C beta3 | inhibition, % at 12.2 µM | Purified PLC-beta3, fluorogenic substrate, fluorescence | 370,000 compounds, 0.18% hits; in the data active = inhibition above about 11%;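 also: 0% = median of compound wells on plate and 100% = full blocker control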
Numbers without * were called inactive. Compounds as they come, and some 3.6% of all compounds hit somewhere here.

SMILES	DDE Tn6 FP inh	ASAP1 GAP inh	ADAM17 inh	DDE Tn7 FP inh	SIAE inh	PLCg1 inh	ARFGAP1 inhibitor	TDP2 absorb	ADAM10 inh	PLC-beta3 inh
N#Cc1ccccc1NC(=O)COC(=O)c1ccc2c(c1)OCO2	-2	3	1	5	0	-1	8	-1	-10	-5
COc1cccc(N2C(=O)CC(Sc3nc(C)cc(C)n3)C2=O)c1 (stereo not drawn)	8	-9	2	0	11	0	4	-17	4	1
Cc1ccc(C(=O)OCC(=O)NC2CCCC(C)C2C)cc1S(=O)(=O)N1CCCCC1 (stereo not drawn)	-1	-9	-1	0	-1	4	-5	9	-11	-5
CCc1ccc(CN(C)Cc2c(C(=O)N3CCOCC3)nc3c(C)cccn23)nc1	2	-7	-3	6	2	0	-1	1	-6	0
O=C(CCNS(=O)(=O)c1ccccc1F)N1CCN(Cc2ccccc2)CC1	-2	-4	-10	1	11	5	7	2	-1	-7
COc1ccc(OCC(=O)NNC(=O)c2ccccn2)cc1	5	3	-4	3	1	-2	-8	-6	-8	0
CCOC(=O)C1=C(CSc2nc3c(cc2C#N)CN(C)CC3)OC(N)=C(C#N)C1c1ccccc1 (stereo not drawn)	6	12	-24	8	9	-154	6	4	-58	-165
O=C(Nc1ccc(F)c(Cl)c1)c1cc(C2CCCCN2C(=O)C2CC2)on1 (stereo not drawn)	-5	7	-2	-2	2	-5	2	10	-2	-5
CCOC(=O)c1c(NC(=O)CCN2C(=O)c3ccccc3C2=O)sc(C(=O)OC(C)C)c1C	4	-4	0	2	2	8	-7	-3	7	3
COc1ccc(CCNC(=O)Cn2cnc3c2c(=O)n(C)c(=O)n3C)cc1OC	-3	13	-5	2	-2	0	4	0	-8	2
CC(=O)Nc1cccc(-c2cc(NC(C)=O)c3ncc(-c4cccc(C(C)=O)c4)n3c2)c1	0	6	-11	12	-13	-30	8	-7	-46	-37
COc1cc2c(cc1NC(=S)NC(=O)c1c(OC)cccc1OC)oc1ccccc12	3	-1	-6	10	-17	0	7	9	-2	-2
COCCn1c(SCc2cccnc2)nnc1-c1ccco1	-1	6	-2	-3	-4	1	-2	1	1	1
COc1ccc(C(=O)Nc2nc3ccccc3s2)c(OC)c1	0	-11	-9	-6	-22	-10	6	-8	-7	-25
COC(=O)c1ccccc1NC(=O)/C=N/O	-2	7	-6	2	-3	-2	0	2	1	0

Looked up by structure from the entries so far:
SMILES	DDE Tn6 FP inh	ASAP1 GAP inh	ADAM17 inh	DDE Tn7 FP inh	SIAE inh	PLCg1 inh	ARFGAP1 inhibitor	TDP2 absorb	ADAM10 inh	PLC-beta3 inh
COc1ccc(OCC(=O)NNC(=O)c2ccccn2)cc1	5	3	-4	3	1	-2	-8	-6	-8	0
COCCn1c(SCc2cccnc2)nnc1-c1ccco1	-1	6	-2	-3	-4	1	-2	1	1	1
COc1ccc(C(=O)Nc2nc3ccccc3s2)c(OC)c1	0	-11	-9	-6	-22	-10	6	-8	-7	-25
CC(=O)Nc1cccc(-c2cc(NC(C)=O)c3ncc(-c4cccc(C(C)=O)c4)n3c2)c1	0	6	-11	12	-13	-30	8	-7	-46	-37
O=C(CCNS(=O)(=O)c1ccccc1F)N1CCN(Cc2ccccc2)CC1	-2	-4	-10	1	11	5	7	2	-1	-7
COc1cccc(N2C(=O)CC(Sc3nc(C)cc(C)n3)C2=O)c1 (stereo not drawn)	8	-9	2	0	11	0	4	-17	4	1

(more compounds)
SMILES	DDE Tn6 FP inh	ASAP1 GAP inh	ADAM17 inh	DDE Tn7 FP inh	SIAE inh	PLCg1 inh	ARFGAP1 inhibitor	TDP2 absorb	ADAM10 inh	PLC-beta3 inh
COc1ccc(C)c(S(=O)(=O)Nc2ccc(OCC(=O)O)cc2)c1	0	-9	-2	-1	0	-1	-7	4	-9	2
CN1CCC(N(C)C(=S)Nc2ccc(SC(F)F)cc2)CC1	-3	6	-1	-10	-1	2	-9	14	2	2
CCc1cc2c(nc1CC)CCCN2S(=O)(=O)c1cccs1	5	13	6	-3	-9	-2	13	-12	-4	6
CCCC1CCC(c2ccc(OCC)cc2)=CC1=O (stereo not drawn)	-5	-6	-2	2	-11	2	-8	-10	7	-2
CCOc1cc(/C=N/N=C(/N)c2nonc2N)cc(Br)c1OCc1ccc(Cl)cc1	-4	12	-4	5	-9	4	-5	4	4	0
Cc1c(C(=O)N2CCC3(CC2)CC(=O)c2ccccc2O3)cccc1[N+](=O)[O-]	8	-3	-20	2	-4	-14	-5	3	-66	-6
COc1cccc(NC(=O)c2nc3ncccn3n2)c1	7	-1	-6	0	2	-1	0	6	-3	-4
CCc1ccccc1S(=O)(=O)Cc1ccc(C(=O)NCC2CCCO2)o1 (stereo not drawn)	6	-11	-1	-2	-3	0	3	-4	-4	-1
CC12CCC(=O)N1C(C(=O)N1CCN(S(=O)(=O)c3ccc(F)c(F)c3)CC1)CS2 (stereo not drawn)	-1	4	1	4	-1	-1	-2	-1	-10	1
Cc1noc(C)c1COC(=O)COc1ccc2c(C)cc(=O)oc2c1	2	-16	-30	1	-2	-2	5	-8	-119	-6
Cc1nc(C2COc3ccccc3O2)sc1C(=O)O (stereo not drawn)	7	4	-2	2	-3	3	-6	1	8	0
CCOC(=O)c1ccc(NC(=O)CSc2nc(NC(=O)c3ccccc3)c3c(C)c(C)oc3n2)cc1	-1	15	-1	-6	-14	-4	-2	-8	-1	-1
Cc1ccc(NS(=O)(=O)c2ccc(C)c(C(=O)NCC(c3ccccc3)N(C)C)c2)cc1 (stereo not drawn)	-3	-8	0	-6	0	2	5	2	-4	-6
COc1ccc(C(O)(C(C)C)C(CN2CCOCC2)c2ccc(Cl)cc2)cc1 (stereo not drawn)	-1	8	5	5	5	1	5	6	9	-6
COC(=O)c1ccc(-c2noc(CN(Cc3nccn3C)C(C)C)n2)cc1	5	2	-3	1	-3	-1	-13	-4	-8	-4
c1ccc(-c2cn3c(n2)-c2ccccc2C3)cc1	-3	5	-12	0	3	-3	0	13	-30	0
O=C(CNS(=O)(=O)c1ccccc1)Nc1cccc([N+](=O)[O-])c1	2	7	4	4	-1	0	-7	9	7	2
Nc1ccc2ccc(NS(=O)(=O)N3CCCCC3)cc2c1	-9	-5	-23	0	7	-52	5	-6	-92	-69
Oc1ccc(C=NCCc2ccccc2)cc1	-3	-10	-3	-6	2	-2	16	-2	-2	-4
COc1ccc(C(=O)NC2CCCc3ccccc32)cc1[N+](=O)[O-] (stereo not drawn)	6	7	-4	-2	-1	-5	2	8	-3	-8
COC(=O)[C@H](Cc1ccccc1)NC(=O)c1ccc2ccccc2n1	10	-4	2	-2	-4	1	-1	6	8	-1
CC(C)(Oc1ccc(Cl)cc1)C(=O)NCCCn1ccnc1	6	-14	-7	3	3	-2	8	7	-2	-1
COCc1ccc(CN2CCCC(C(=O)Nc3ccc(-c4cccc(OC)c4)cc3)C2)o1 (stereo not drawn)	-3	5	-1	2	2	0	7	16	5	-4
C=CCn1c(-c2ccccc2)ccc(C#N)c1=O	7	1	1	1	-1	-4	6	0	-1	-1
COc1ccc(/C=C/c2nc(S(=O)(=O)c3ccccc3)c(NCCCN(C)C)o2)cc1OC	-3	1	-34	5	0	-82	10	-13	-94	-111
O=C(Nc1cccc(S(=O)(=O)N2CCOCC2)c1)c1c2c(nc3ccccc13)CCC2	3	17	2	-6	5	-2	3	-2	10	1
Cc1ccc(C(=O)Nc2cc(C(F)(F)F)ccc2N2CCCCC2)cc1[N+](=O)[O-]	13	1	3	-6	-1	3	2	-8	4	1
COc1ccc(NC(=O)N2C3CCCC2CC(NC(=O)C2CC2)C3)cc1 (stereo not drawn)	-3	2	-2	-2	0	0	-2	8	-2	-6
CCNc1nc(NCC)nc(OCCOC(=O)Nc2ccccc2)n1	-2	-7	5	3	0	-2	0	1	-7	0
O=C(COc1coc(CN2CCCc3ccccc32)cc1=O)Nc1ccc([N+](=O)[O-])cc1	-7	17	-3	-1	3	-25	6	-12	-13	-25
COc1cccc(-c2coc3c(C)c4oc(=O)c(CCC(=O)O)c(C)c4cc23)c1	13	-9	-33	-4	-63	-110	-8	-11	-63	-134
CCCc1cc(=O)n2[nH]c(CCc3ccccc3)nc2n1	1	2	-5	6	-4	1	-7	3	6	-1
CCc1ccc(NS(=O)(=O)c2ccc(OC)c(C)c2)cc1	-4	-1	1	4	-4	1	-6	-4	11	0
Cc1ccc(-c2nc3ccccc3[nH]2)cc1NC(=O)c1sc2ccccc2c1Cl	-4	0	0	-1	-20	0	4	-3	-1	-3
c1ccc(OCc2nnc3n2CCCCC3)cc1	8	-4	-1	6	-1	3	12	11	1	-6
CCOC(=O)c1ccccc1NC(=O)CN1CCC(n2nnc3cc(F)ccc32)CC1	2	5	-5	6	-7	-3	-8	-5	-6	-8
C[C@H]1CN([C@@H](C)CO)S(=O)(=O)c2ccc(C#Cc3ccccn3)cc2O[C@@H]1CN(C)C(=O)C1CC1	7	-17	-3	7	0	-1	13	7	0	-3
CC(C)NC(=S)NCc1cccnc1	2	0	-1	0	-5	0	-2	-4	-10	5
Cc1ccc2ncnc(-c3ccccc3)c2c1	-3	10	-6	5	-10	-4	13	5	-3	-11
CCCc1cc(=O)oc2cc(C)cc(OCC(=O)Nc3ccc(S(N)(=O)=O)cc3)c12	-10	-1	-15	3	-49	-16	8	1	-46	-30
C[C@@H]1CN([C@H](C)CO)C(=O)c2cc(-c3ccccc3)cnc2O[C@@H]1CN(C)C(=O)C1CCOCC1	7	6	-2	-8	2	-2	-1	3	-11	2
N#CCCn1cc(C=C(C#N)C#N)c(-c2ccc(-c3ccccc3)cc2)n1	1	-8	2	-8	-5	-6	-8	-3	2	-4
O=C(CSC1=NCCS1)N1CCCCCC1	0	0	2	-4	-7	0	1	-8	-1	6
Cc1ccn2cc(C34CC5CC(CC(C5)C3)C4)nc2c1	-3	-7	-7	3	8	2	-2	0	-15	-2
Cc1cccc(CSc2nc3c(c(=O)n2C)SCC3)c1	2	-3	1	2	0	-1	0	-10	-13	-6
O=C(CNC(=O)c1ccccc1)OCc1ccc([N+](=O)[O-])cc1	3	-5	-1	4	5	0	0	11	5	3
COC(=O)c1ccc(SCC(=O)N2CCC(C)CC2)c([N+](=O)[O-])c1	-1	3	0	-8	3	6	11	4	-5	3
NC(=O)C(CCC(=O)c1ccc(Br)cc1)S(=O)(=O)c1ccccc1 (stereo not drawn)	1	-5	-6	0	-11	2	6	2	-9	-6
CC(=O)Nc1cccc(-c2cnc(NC(C)=O)cn2)c1	1	-18	3	-2	6	-3	-1	-9	-17	-3

High-throughput results as filed in PubChem.
